CSN deneddyl inh: CSN deneddylation inhibition | inhibition, % at 12.5 µM | 360,000 tested, 0.38% active | Purified CSN, SCF-Nedd8-OG deneddylation, fluorescence polarization | AID 651999 | Q92905;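 active means pattern-corrected inhibition above about 35%, with an unprinted fluorescence ratio check between 0.5 and 1.5, limit read from the data, passing the limit was not always enough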;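 further: 0% = enzyme with substrate and 100% = substrate without enzyme; some results filed as inactive read as strong as hits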
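Material: purified human Csn5 enzyme expressed in HEK293T cells / Medium: Tris buffer pH 7.5, NaCl, DTT, Tween-20, trehalose, ovalbumin / Compound dosing: 12.5 µM single point / Schedule: 90 min incubation of compound, enzyme and substrate at room temperature / Signal: fluorescence polarization of the substrate / Control set: no-enzyme wells high, enzyme-with-substrate wells low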
SKN-1 block: blocks SKN-1 activity in C. elegans; C. elegans VP596 Pgst-4::GFP/RFP ratio, acrylamide-induced, 24 h; inhibition, % at 21.8 µM; 360,000 tested, 0.49% active; AID 624304;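 active means interference check ratio from 0.5 to 1.5 plus GFP to RFP signal ratio inhibition reaching or exceeding a fixed threshold, cut at about 30% in these data, passing the limit was not always enough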; further: some compounds called inactive have numbers as strong as hits
NadD inh: NadD (S. aureus) enzyme inhibition | 360,000 tested, 0.78% active | AID 602399 | purified NadD enzyme, colorimetric absorbance read-out | inhibition, % at 20 µM; in the data active means inhibition above about 26%; further: some compounds past the cut are filed as inactive
Rin1-Abl PPI inh: blocks binding of human Rin1 to Abl | P00519+Q13671 | TR-FRET Rin1/Abl binding, biochemical | inhibition, % at 7.35 µM | 360,000 tested, 0.4% active | AID 588664; in the data active means inhibition above about 5%, passing the limit was not always enough
FAS-TE inh: inhibitors of human fatty acid synthase thioesterase domain | recombinant FAS-TE, OMFH fluorogenic substrate, fluorescence endpoint | inhibition, % at 15 µM | AID 602261 | 360,000 tested, 0.67% active | P49327;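 active means compounds whose normalised, plate-corrected inhibition of enzyme fluorescence in the single-dose primary screen is 50% or more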;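 further: 0% = DMSO with enzyme and 100% = substrate without enzyme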
PABP1 MLLE inh: inhibitors of microRNA-mediated deadenylation, human PABP1 MLLE binding; GST-MLLE / FITC-PAM2 fluorescence polarization; inhibition, % at 20 µM; 360,000 tested, 0.36% active; in the data active means inhibition above about 35%, passing the limit was not always enough;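 further: plate controls were DMSO wells with GST-MLLE for no effect and wells lacking GST-MLLE protein for full effect; some results filed as inactive read as strong as hits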
Target sequence (P11940 whole entry, looked up): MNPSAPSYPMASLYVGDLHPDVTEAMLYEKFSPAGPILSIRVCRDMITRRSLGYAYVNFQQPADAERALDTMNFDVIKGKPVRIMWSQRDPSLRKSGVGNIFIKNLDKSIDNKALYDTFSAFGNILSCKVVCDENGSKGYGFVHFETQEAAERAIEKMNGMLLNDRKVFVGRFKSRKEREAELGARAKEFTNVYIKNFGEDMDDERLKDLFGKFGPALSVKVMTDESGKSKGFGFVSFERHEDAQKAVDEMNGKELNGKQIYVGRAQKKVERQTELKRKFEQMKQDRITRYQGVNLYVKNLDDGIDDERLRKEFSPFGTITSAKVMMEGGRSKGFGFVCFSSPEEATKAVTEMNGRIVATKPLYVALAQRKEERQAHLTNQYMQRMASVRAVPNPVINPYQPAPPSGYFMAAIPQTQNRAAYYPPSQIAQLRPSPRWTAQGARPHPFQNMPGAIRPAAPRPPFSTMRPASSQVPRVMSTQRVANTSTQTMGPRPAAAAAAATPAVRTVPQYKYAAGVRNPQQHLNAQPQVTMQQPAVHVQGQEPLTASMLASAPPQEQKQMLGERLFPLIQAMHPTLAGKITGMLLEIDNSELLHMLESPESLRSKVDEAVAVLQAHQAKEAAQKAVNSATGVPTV
MT1-MMP act inh: inhibitors of human MT1-MMP activation. GFP/RFP ratio change, % at 20 µM. 360,000 tested, 0.061% active. HT1080 RFP-PRO-GFP cells, GFP/RFP ratio fluorescence, overnight; percent of plate control window, DMSO zero. P50281;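 active means GFP/RFP ratio change of at least 30% with cell ATP level not reduced by more than half and red fluorescence within 50% of control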; further: strong numbers were not always called active
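Assay system: HT1080 RFP-PRO-GFP cells | Dosing: 20 µM single dose, 1% DMSO | Incubation: Cells overnight before dosing, compound overnight, 37 °C, 5% CO2 | Evaluation: GFP/RFP fluorescence ratio | Control set: DMSO-only wells and HT1080 RFP-L50D-GFP cell wells as references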
Neddylation inh: inhibitors of human cullin neddylation; P61081+Q13564; TR-FRET cullin neddylation, biochemical; calls only at 25 µM; 360,000 tested, 0.58% active; AID 651699; in the data active means inhibition above about 36%
Rpn11 block: inhibitors of human proteasome Rpn11; O00487; human 26S proteasome, Ub4-pepOG fluorescence polarization; 20S core pre-blocked with epoxomicin; calls only at 20 µM; 360,000 tested, 0.59% active; AID 588493;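 active means inhibition at 20 µM, scaled to each plate's controls, above about 33%, limit read from the data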
Target sequence (O00487 whole entry, looked up): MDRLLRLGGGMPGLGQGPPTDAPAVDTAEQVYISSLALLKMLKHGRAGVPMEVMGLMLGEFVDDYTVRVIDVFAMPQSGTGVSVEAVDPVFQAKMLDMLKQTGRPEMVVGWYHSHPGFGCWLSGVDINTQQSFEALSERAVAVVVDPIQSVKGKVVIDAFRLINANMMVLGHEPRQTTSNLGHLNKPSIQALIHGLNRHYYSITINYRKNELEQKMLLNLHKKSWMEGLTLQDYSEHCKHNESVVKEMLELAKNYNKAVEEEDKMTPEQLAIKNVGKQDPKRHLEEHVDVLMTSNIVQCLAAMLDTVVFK
* marks the source's active call; other numbers are inactive results; i = inactive; . = not tested or not shown.

(1) CCOC(=O)C1CCCN(c2c(NCCN3CCCCC3C)c(=O)c2=O)C1 (stereo not given)
(2) COc1ccc(CCNC(=O)c2ccc3c(c2)SC2=NS(=O)(=O)CCN23)cc1
(3) Cc1[nH]c2ccccc2c1C(=O)CSC(=S)N1CCN(C)CC1
(4) O=C(NCC(F)(F)F)c1csc([C@@H]2O[C@H](CO)[C@H](O)[C@H](O)[C@H]2O)n1
(5) C/C(=C/C(=O)N1CCN(C)CC1)C(=O)O
(6) O=c1c(/C=N/O)c(Nc2ccccc2)nc2ccccn12
Assay by compound,1,2,3,4,5,6
MT1-MMP act inh,3,-2,1,-1,0,-3
FAS-TE inh,-10,-2,-4,-9,-10,-90
CSN deneddyl inh,5,6,6,10,-3,-3
SKN-1 block,-6,-21,33,-1,10,3
PABP1 MLLE inh,5,19,7,5,-5,-11
Neddylation inh,i,i,i,i,i,i
Rin1-Abl PPI inh,1,-1,-2,-1,-1,-7
Rpn11 block,i,i,i,i,i,i
NadD inh,-1,-3,-13,0,6,3

Five of the compounds above, with values under each structure.
The line under a structure holds: MT1-MMP act inh, FAS-TE inh, CSN deneddyl inh, SKN-1 block, PABP1 MLLE inh, Neddylation inh, Rin1-Abl PPI inh, Rpn11 block, NadD inh
4: O=C(NCC(F)(F)F)c1csc([C@@H]2O[C@H](CO)[C@H](O)[C@H](O)[C@H]2O)n1
  -1, -9, 10, -1, 5, i, -1, i, 0
1: CCOC(=O)C1CCCN(c2c(NCCN3CCCCC3C)c(=O)c2=O)C1 (stereo not given)
  3, -10, 5, -6, 5, i, 1, i, -1
3: Cc1[nH]c2ccccc2c1C(=O)CSC(=S)N1CCN(C)CC1
  1, -4, 6, 33, 7, i, -2, i, -13
2: COc1ccc(CCNC(=O)c2ccc3c(c2)SC2=NS(=O)(=O)CCN23)cc1
  -2, -2, 6, -21, 19, i, -1, i, -3
5: C/C(=C/C(=O)N1CCN(C)CC1)C(=O)O
  0, -10, -3, 10, -5, i, -1, i, 6

(more compounds)
(7) COCCN(Cc1cn(C)nc1-c1ccc(Oc2ccccc2)cc1)C(C)C
(8) O=C1c2cccc3c(Nc4ccccc4Cl)c([N+](=O)[O-])cc(c23)C(=O)N1CCO
(9) CC(=O)Nc1ccc(NC(=O)c2ccc(NS(=O)(=O)c3cccc4cccnc34)cc2)cc1
(10) COc1cccc(CNC(=O)CN2C(=O)CSc3ccc(S(=O)(=O)N4CCOCC4)cc32)c1
(11) Nc1ccc(-c2cc3ccccc3oc2=O)cc1
(12) CC(C)Cn1c(N)c(C(=O)COC(=O)c2ccc(O)cc2O)c(=O)n(C)c1=O
Assay by compound,7,8,9,10,11,12
MT1-MMP act inh,-1,15,0,2,1,11
FAS-TE inh,-2,6,-2,0,-2,0
CSN deneddyl inh,0,-5,0,3,4,0
SKN-1 block,16,14,6,9,14,4
PABP1 MLLE inh,-3,-19,-8,11,0,-4
Neddylation inh,i,i,i,i,i,i
Rin1-Abl PPI inh,-1,-2,0,5,-6,-2
Rpn11 block,i,i,i,i,i,i
NadD inh,0,8,1,-5,-1,3

(13) O=C(Nc1ccc(F)c(Cl)c1)Nc1csc2ccccc12
(14) CSc1ccccc1NC(=O)CN1CCN(c2ccccn2)CC1
(15) COc1ccc2nc(C(F)(F)Cl)c(C#N)c(N)c2c1
(16) COc1cccc(NC(=O)CCC2CCN(C(=O)Cc3cccc(F)c3)CC2)c1
(17) Cn1ncc2c(Nc3cccc(Cl)c3)nc(Nc3cccc(Cl)c3)nc21
(18) CCN(CC)C(=O)[C@H]1C[C@H](CC(=O)NC/C=C(\C)CCC=C(C)C)C(=O)N2CCc3c([nH]c4cc(CCC(=O)N(C)C)ccc34)[C@]12C
Assay by compound,13,14,15,16,17,18
MT1-MMP act inh,-8,0,-5,1,-8,-1
FAS-TE inh,26,-4,8,-1,57*,12
CSN deneddyl inh,0,1,4,1,-5,1
SKN-1 block,-9,7,-3,-7,15,-8
PABP1 MLLE inh,3,-12,-13,5,-5,6
Neddylation inh,i,i,i,i,.,i
Rin1-Abl PPI inh,-4,-1,1,1,-3,1
Rpn11 block,i,i,i,i,i,i
NadD inh,-1,-3,-3,-8,0,0

(19) COC(=O)/C(=C/c1ccc2c(c1)c1ccccc1n2C)NC(=O)c1ccccc1
(20) COc1ccc(NC(=O)CSc2nnc(-c3ccncc3)n2C)cc1
(21) CCN(CC)c1ncc(C#N)c(N)n1
(22) O=C(Nc1nnc(-c2ccccc2F)s1)C1CCN(S(=O)(=O)c2ccc(Cl)cc2)CC1
(23) NC(=O)C1=C[C@@H](c2ccc(C(F)(F)F)cc2)C[C@@H](OCCCCO)O1
(24) Cn1cc(Br)c(C(=O)NNC(=O)c2ccc(Br)cc2)n1
Assay by compound,19,20,21,22,23,24
MT1-MMP act inh,-3,-1,5,3,1,2
FAS-TE inh,31,-4,-8,-2,-2,-8
CSN deneddyl inh,8,5,-5,-1,0,-1
SKN-1 block,17,-3,-1,7,6,3
PABP1 MLLE inh,8,1,5,-1,-2,5
Neddylation inh,.,i,i,i,i,i
Rin1-Abl PPI inh,-5,1,0,0,7,0
Rpn11 block,i,i,i,i,i,i
NadD inh,3,-7,0,16,-2,6

(25) NC(=O)c1c(NC(NC(=O)c2ccco2)C(=O)c2ccc(Cl)cc2)sc2c1CCCC2 (stereo not given)
(26) COCCCNC(=S)Nc1ccc(C)cc1
(27) Cc1ccc(-n2c(=O)c3sccc3n(CC(=O)N3CCCC3)c2=O)cc1
(28) CCOC(=O)C1=C(C)NC2=C(C(=O)CC(c3cccs3)C2)C1c1cccs1 (stereo not given)
(29) CCN(CC)c1ccc2cc(C#N)c(=O)oc2c1
(30) O=C(CSc1nnc(-c2ccccc2O)o1)Oc1ccc(Br)cc1
Assay by compound,25,26,27,28,29,30
MT1-MMP act inh,-1,-1,0,-9,-112,1
FAS-TE inh,48,-9,-8,11,-6,1
CSN deneddyl inh,7,1,4,2,-12,0
SKN-1 block,-3,8,22,4,10,12
PABP1 MLLE inh,-72,-31,13,-3,-26,-26
Neddylation inh,i,i,i,i,i,i
Rin1-Abl PPI inh,3,-4,5.8*,-3,-1,0
Rpn11 block,i,i,i,i,i,i
NadD inh,14,-1,0,-2,-2,0

(31) Cc1cnc(NC(=O)CSc2nnc(-c3cccs3)n2C)s1
(32) Cc1ccc2oc(-c3cc(NC(=O)c4ncn[nH]4)ccc3O)nc2c1
(33) O=C(O)c1cccnc1SCc1cn2cc(Cl)ccc2n1
(34) COc1ccc(CCNC(=O)COc2cc(=O)n(C)c3ccccc23)cc1OC
(35) CCOC(=O)N1CCC(NC(=O)c2ccc3c(=O)n4c(nc3c2)CCCC4)CC1
(36) CCC(C(=O)OCC(=O)N1CCN(S(=O)(=O)c2ccc(C)cc2C)CC1)c1ccccc1 (stereo not given)
Assay by compound,31,32,33,34,35,36
MT1-MMP act inh,-8,4,-4,3,2,-4
FAS-TE inh,-5,-78,-7,5,-6,27
CSN deneddyl inh,-4,12,-3,2,1,6
SKN-1 block,8,3,4,-4,12,-7
PABP1 MLLE inh,6,-16,0,-3,-9,1
Neddylation inh,i,i,i,i,i,i
Rin1-Abl PPI inh,2,0,-5,1,4,0
Rpn11 block,i,i,i,i,i,i
NadD inh,-2,19,-6,-2,2,-6

(37) O=C(O)c1cc(Nc2cc(Cl)c3nonc3c2[N+](=O)[O-])ccc1O
(38) Cn1ncc([N+](=O)[O-])c1C(=O)Nc1cc(Cl)ccc1Cl
(39) CC(=O)Nc1nonc1-c1ccccc1
(40) Cc1cc(C)nc(NS(=O)(=O)c2ccc(NC(=O)c3ccc4c(c3)OCO4)cc2)n1
(41) O=C(Nc1cc(Cl)cc(Cl)c1)c1cnn2cccnc12
(42) N#CCCN(C(=O)COC(=O)C1CCN(S(=O)(=O)c2ccccc2C(F)(F)F)CC1)c1ccccc1
Assay by compound,37,38,39,40,41,42
MT1-MMP act inh,8,2,0,2,2,6
FAS-TE inh,42,0,-4,-6,2,20
CSN deneddyl inh,1,1,0,0,10,-2
SKN-1 block,12,0,-2,6,4,-8
PABP1 MLLE inh,24,-10,-1,-1,-45,-15
Neddylation inh,i,i,i,i,i,i
Rin1-Abl PPI inh,0,-1,2,1,-2,-1
Rpn11 block,i,i,i,i,i,i
NadD inh,-3,-3,1,-19,2,7

(43) Cc1c(O)nc(SC2CC(=O)N(c3ccccc3)C2=O)[nH]c1=O (stereo not given)
(44) FC(F)(F)c1cccc(-c2nn[nH]n2)c1
(45) CCOc1ccc(CC(=O)N2CCN=C2SC)cc1
(46) COCc1cc(C)nc(SCC(=O)NC2CCCCC2C)c1C#N (stereo not given)
(47) Cc1ccc(S(=O)(=O)N2CCN(C(=O)c3cc(=O)[nH]c4ccccc34)CC2)c(C)c1
(48) C#Cc1cccc(NC(=O)c2ccc3c(c2)C(=O)N(Cc2cccnc2)C3=O)c1
Assay by compound,43,44,45,46,47,48
MT1-MMP act inh,7,-5,-2,-1,-6,-3
FAS-TE inh,-12,-6,-1,-1,2,2
CSN deneddyl inh,2,5,4,-2,-3,0
SKN-1 block,-15,-18,9,-1,0,7
PABP1 MLLE inh,26,-32,-3,6,-17,-10
Neddylation inh,i,i,i,i,i,i
Rin1-Abl PPI inh,0,0,3,2,2,-1
Rpn11 block,i,i,i,i,i,i
NadD inh,-6,1,-3,-9,2,16

(49) Cc1nnc(NN2CCOCC2)[nH]c1=O
(50) O=C1CC(C(=O)Nc2ccccc2)N=C(N2CCOCC2)N1 (stereo not given)
(51) COc1cc(OC)cc(-c2c(-c3cccs3)c3cc(-c4ccn[nH]4)ccc3n2C)c1
(52) O=C(N1CCOCC1)N1CCN(S(=O)(=O)N2CCCCC2)CC1
(53) CC(=O)N1C[C@H]2CON(C)[C@H]2C[C@H]1c1cccc(N2CCOCC2)c1
(54) Cc1ccc2c(c1)N(C(=O)NC1CCCCC1)C(C)(C)CC2C (stereo not given)
(55) CC1CCCCN1C(=O)N[C@@H](Cc1ccccc1)C(=O)O (stereo not given in full)
(56) O=C(N/N=C/c1cn(-c2ccccc2)nc1-c1ccc(F)cc1)c1ccc(Br)o1
Assay by compound,49,50,51,52,53,54,55,56
MT1-MMP act inh,-2,-1,-3,-4,.,2,3,-2
FAS-TE inh,-2,-5,18,-5,-9,11,-7,23
CSN deneddyl inh,-11,-6,0,4,-1,2,0,-6
SKN-1 block,-8,4,-6,-3,-17,6,12,-2
PABP1 MLLE inh,3,-1,9,-2,-106,6,-5,3
Neddylation inh,i,i,i,i,i,i,i,i
Rin1-Abl PPI inh,2,1,3,-1,2,0,2,1
Rpn11 block,i,i,i,i,i,i,i,i
NadD inh,0,1,38*,0,4,-2,-2,17

Screens: PubChem BioAssay, several laboratories
